IDE cell inh: inhibitors of human insulin-degrading enzyme in cells; HEK cells, FAbetaB cleavage, fluorescence polarization; inhibition, % at 5.59 µM; 320,000 compounds, 0.41% hits;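 active = percent inhibition above the average of all tested compounds plus 3 SD, set per screening campaign, cut at about 16% in these data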;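 note: IDE supplied by intact live HEK cells; FP after avidin binding of uncleaved biotin substrate so inhibition keeps polarization high; 0% = DMSO wells and 100% = 60 µM reference IDE inhibitor Ii1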
IMP-1 inhibitor: inhibitors of Pseudomonas aeruginosa IMP-1 metallo-beta-lactamase. purified IMP-1, nitrocefin hydrolysis, epi-absorbance fluorescence. inhibition, % at 5.6 µM. 290,000 compounds, 0.45% hits. AID 1556;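 active = inhibition above the mean plus 3 SD of all compounds in the same screening run, cut at about 4.5% in these data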;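 note: 0% = IMP-1 with DMSO and 100% = DMSO wells lacking enzyme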
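System: Purified recombinant IMP-1 metallo-beta-lactamase enzyme | Measured by: Fluorescence quenching readout, ex 480/em 530 nm | Replication: Singlicate | Incubation: 15 min preincubation plus 25 min reaction at 25 °C | Evaluation: Percent inhibition from optical density relative to buffer-blank wells | Benchmarks: DMSO with and without IMP-1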
IDE act: boosts human insulin-degrading enzyme activity in HEK cells; P14735; 340,000 compounds, 0.073% hits; AID 493087; activation, % at 5.96 µM; FAbeta-B cleavage, fluorescence polarization; 0% vehicle, 100% cell-free pure enzyme wells;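 active = activation above the mean of all tested compounds plus 3 SD, set per screening campaign, cut at about 17% in these data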
FID counter: fluorescent intercalator displacement, NS3 helicase counter-screen | DNA fluorescent intercalator displacement, fluorescence | inhibition, % at 7.9 µM | 290,000 compounds, 0.17% hits | AID 1845; in the data active = inhibition above about 37%;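 note: 0% = vehicle and 100% = reference compound; higher means more ethidium bromide displaced from hairpin DNA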
HCV NS3 hel inh: blocks Hepatitis C virus NS3 helicase unwinding; 290,000 compounds, 0.56% hits; NS3 helicase DNA unwinding, Cy5 molecular beacon fluorescence; inhibition, % at 10.9 µM;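 active = inhibition above the mean of all tested compounds plus 3 SD, set per campaign, cut at about 35% in these data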;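 note: 0% = DMSO wells and 100% = thioflavine S control wells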
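Assay system: hepatitis C virus NS3 helicase domain fragment enzyme. Also added: annealed dual-labelled DNA beacon duplex, ATP-started. Timing: 1 h reaction at 25 °C, ATP-initiated. Technique: Cy5 fluorescence at 0 and 60 min, beacon hairpin quenching. Evaluation: % inhibition of unwinding. Replication: one well per compound.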
VIM-2 inh: inhibitors of Pseudomonas aeruginosa VIM-2 metallo-beta-lactamase. purified VIM-2, nitrocefin hydrolysis, epi-absorbance fluorescence. 290,000 compounds, 0.89% hits. inhibition, % at 5.6 µM;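 active = inhibition above the mean of all tested compounds plus 3 SD, cutoff set per screening run, cut at about 7.5% in these data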;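 note: red hydrolysis product quenches plate fluorescence so inhibitors raise well fluorescence; 0% = enzyme with DMSO and 100% = DMSO without enzyme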
SUMO HTRF inh: SUMOylation inhibition; HTRF SUMOylation assay, SAE1/SAE2 + UBC9, in vitro; P63279; 290,000 compounds, 0.36% hits; inhibition, % at 35 µM; in the data active = inhibition above about 50%, passing the limit was not always enough; note: strong numbers were not always called active
Target sequence (P63279 whole entry, looked up): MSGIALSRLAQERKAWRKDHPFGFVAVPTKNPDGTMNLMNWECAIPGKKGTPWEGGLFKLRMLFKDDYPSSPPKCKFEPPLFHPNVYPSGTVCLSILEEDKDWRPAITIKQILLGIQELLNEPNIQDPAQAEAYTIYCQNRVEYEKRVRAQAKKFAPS
pCIP destab: p/CIP protein destabilization | Q05BA5 | F442A p/CIP-EGFP cells, EGFP fluorescence, 16 h | decrease of EGFP signal, % at 10 µM | 290,000 compounds, 0.01% hits;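 active = EGFP signal decrease of at least 30% at 10 µM or well 3 SD below plate mean, unless failing retest; inactive = the rest, including hits failing retest or dose response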; note: some compounds called inactive have numbers as strong as hits; many of its hits are not listed in these tables
M18AAP inhibitor: blocks P. falciparum M18 aspartyl aminopeptidase; 290,000 compounds, 1.2% hits; recombinant PfM18AAP, H-Glu-NHMec fluorogenic cleavage; inhibition, % at 7.35 µM;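 active = inhibition above the campaign mean inhibition over all tested compounds plus 3 SD, cut at about 28% in these data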;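 note: 0% = plate median of test compound wells and 100% = 2 mM ZnCl2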
* marks the source's active call; other numbers are inactive results; . = not tested or not shown.

SMILES	IDE cell inh	IMP-1 inhibitor	IDE act	FID counter	HCV NS3 hel inh	VIM-2 inh	SUMO HTRF inh	pCIP destab	M18AAP inhibitor
Cc1nc2sc(C(c3ccco3)N3CCC(C)CC3)c(O)n2n1 (configuration not stated)	4	-3.4	3	-6	7	-4.2	-5	3	7
CCCCNC(=O)CCC(=O)Nc1ccc2nc(N3CCOCC3)cc(C)c2c1	1	-0.6	6	2	-3	-1.5	2	2	-13
O=C(CCc1nnc(CCCCc2ccccc2)o1)NCCN1CCOC1=O	-2	-0.9	-2	-9	10	-0.8	-3	-5	-5
CCOC(=O)c1oc2ccccc2c1CN1CC(C)OC(C)C1 (configuration not stated)	4	-2.0	0	-23	-4	-1.8	-5	9	0
Cc1ccc(C(=O)N2CCCCCC2)cc1S(=O)(=O)N1CCOCC1	1	-1.3	1	-31	-4	-2.0	0	-5	-6
COc1ccc(C(=O)NCCSc2ccccn2)cc1	0	-2.4	2	-4	1	-0.7	-8	5	0
Cc1ccc(N2CC(O)(c3cccs3)[N+]3=C2CCCC3)cc1 (configuration not stated)	-2	0.2	-2	2	-7	0.1	0	0	-5
COc1ccc(Cn2c(CCC(=O)Nc3ccccc3OC)nc3cccnc32)cc1	5	1.4	4	-40	-15	-1.4	-2	0	-2
CC(C)c1ccc(N)c(S(=O)(=O)O)c1	1	-1.3	2	-1	2	-2.2	7	2	0
Cc1ccc(CCNC(=O)C2CCCN(S(C)(=O)=O)C2)cc1 (configuration not stated)	9	-2.9	1	-6	16	-0.7	1	-2	-6
COc1ccc(NS(=O)(=O)c2cn(C)c(=O)n(C)c2=O)cc1	-5	-2.0	2	0	10	-2.2	-6	0	-4
O=C(NCCNC(=O)c1cc(OCC(F)(F)F)ccc1OCC(F)(F)F)Nc1ccc(Cl)cc1	8	-0.5	.	0	-11	0.2	4	6	1
CCC(C)N(C)Cc1cccc(C2(O)CCN(S(=O)(=O)c3ccc(F)c(C)c3)CC2)c1 (configuration not stated)	-1	-2.6	3	38*	-27	-3.2	1	-2	8
O=C(O)c1cc(NCc2c(F)cccc2Cl)ccc1N1CCOCC1	0	-3.7	0	3	1	-2.9	-8	-1	15
COc1ccccc1NC(=S)NC(=O)CCc1ccccc1	-1	1.4	3	-12	17	-2.4	12	-15	0
Cc1cccc(NC(=O)C2C3C=CC(O3)C2C(=O)O)c1 (configuration not stated)	-5	-1.9	.	2	0	-4.2	18	-11	1
Cc1cc(NC(=O)c2cnn3c(C(F)F)cc(-c4ccccc4)nc23)no1	6	-2.8	2	2	-7	-2.0	15	-22	0
Cc1ccc(OC(=O)c2sc3ncn(C)c(=O)c3c2C)cc1	2	-2.0	5	4	2	0.3	21	-5	-10
CCn1ncc(/C=C2/SC(=S)NC2=O)c1C	3	-1.8	3	-8	-2	-6.0	2	-14	4
Nc1c(C(=O)N/N=C/c2ccc(OCc3ccccc3)cc2)cnn1-c1ccccc1	-1	-2.5	-7	-4	4	-0.6	10	2	-1
CNS(=O)(=O)c1cccc(C(=O)OCC(=O)N2CCc3ccccc3C2)c1	2	-2.6	0	-21	0	-4.7	9	-2	-1
CCN(CC)C(=O)CSc1nc2ccc(NC(=O)CSc3nnc(N)s3)cc2s1	0	-2.3	8	-23	11	-3.0	29	-6	0
Cc1nc2ccc(C(=O)N/N=C/c3ccc(O)cc3)cc2[nH]1	2	-1.2	3	-7	1	-0.7	17	1	8
Cc1cc(S(=O)(=O)N(Cc2ccccc2F)C2CC2)ccc1-n1cnnn1	5	-2.2	0	-22	0	-1.4	4	-10	-1
CC(O/N=C/c1ccc(OC(F)F)cc1)C(=O)Nc1cccc(S(=O)(=O)N2CCOCC2)c1 (configuration not stated)	-4	-2.8	5	-17	4	-1.2	-8	3	-6

Molecules listed so far with a thiophene ring, fused or not, in the order listed:
SMILES	IDE cell inh	IMP-1 inhibitor	IDE act	FID counter	HCV NS3 hel inh	VIM-2 inh	SUMO HTRF inh	pCIP destab	M18AAP inhibitor
Cc1ccc(N2CC(O)(c3cccs3)[N+]3=C2CCCC3)cc1 (configuration not stated)	-2	0.2	-2	2	-7	0.1	0	0	-5
Cc1ccc(OC(=O)c2sc3ncn(C)c(=O)c3c2C)cc1	2	-2.0	5	4	2	0.3	21	-5	-10

(more compounds)
SMILES	IDE cell inh	IMP-1 inhibitor	IDE act	FID counter	HCV NS3 hel inh	VIM-2 inh	SUMO HTRF inh	pCIP destab	M18AAP inhibitor
CCOc1ccc(S(=O)(=O)N2CCOCC2)cc1NC(=O)CN1C(=O)NC(CC)(c2ccccc2)C1=O (configuration not stated)	-2	-2.6	6	-38	-3	-1.3	-8	1	2
O=C(O)CCc1ccc(-c2ccccc2)n1CC(=O)Nc1cccc(C(F)(F)F)c1	.	-1.5	0	-31	24	-2.9	6	-1	6
COC(=O)CNC(=O)CNC(=O)Nc1ccccc1Cl	1	-2.5	8	3	-2	-5.2	22	-6	4
CCOC(=O)CC1=C(C(=O)OCC)C(c2cc(OC)c(OC)cc2OC)C(C#N)=C(N)O1 (configuration not stated)	1	0.6	0	-23	9	-2.0	1	8	0
Cn1c(=O)n(Cc2ccccc2Cl)c2ccccc21	-1	-1.2	5	-15	-10	-1.6	0	-15	-2
Cc1ccccc1-c1nc(CS(=O)(=O)CC(=O)N2CCCCC2)c(C)o1	-8	-0.9	2	-44	-4	-2.0	15	-8	-7
N/C(CCCN1CCCCC1)=N/O	-2	-3.1	3	-3	10	-3.5	11	-2	4
CNC(=O)CSc1nnc(-c2ccco2)n1-c1cc(C)ccc1C	4	-3.4	1	-12	7	-2.8	15	-8	1
N#Cc1ccc(-c2cn(-c3ccccc3)c3[n+]2CCCS3)cc1	2	-2.5	-7	3	-9	-1.2	22	11	-6
CC(C)NC(=O)COC(=O)c1cc(=O)[nH]c2ccccc12	0	-2.6	1	-4	6	-1.2	37	-14	1
O=C(CNC(=O)Cc1ccccc1)NCC(=O)OCc1ccc(C(=O)c2ccccc2)cc1	-3	-0.2	4	-22	0	0.8	-12	1	9
COc1ccc(S(=O)(=O)N2CCCOC2CNC(=O)C(=O)NCCCN2CCOCC2)cc1 (configuration not stated)	-4	1.1	-1	1	-2	0.5	10	0	-4
Cn1c(=O)c2c(nc(Br)n2C/C=N/NC(N)=S)n(C)c1=O	10	-1.0	.	-1	10	-2.3	-3	0	13
O=C(O)c1ccccc1-c1nc2ccccc2n1-c1ccccc1	1	-1.9	8	-16	-9	-0.9	19	-6	3
Cc1cc(C)nc(N2CCC(C(=O)NC3CCCc4ccccc43)CC2)n1 (configuration not stated)	8	-2.8	1	1	0	-2.4	4	14	2
Cc1ccc(S(=O)(=O)c2c(C)nn(C(C)(C)C)c2OC(=O)C(C)(C)C)cc1	-2	0.3	2	-33	-18	-2.1	1	-5	-3
COc1ccc(S(=O)(=O)/N=C2/NC(=O)/C(=C\c3cc(OC)c(OC)cc3[N+](=O)[O-])S2)cc1	-6	-1.5	-4	-31	8	-3.5	34	-22	-2
COC(=O)c1ccc(NC(=O)c2cccc(N3C(=O)C4C5C=CC(C6CC56)C4C3=O)c2)cc1 (configuration not stated)	-2	-3.4	-3	-32	-10	-1.9	8	-13	0
CCOC(=O)N1CCN(C(=O)CS(=O)(=O)c2cn(Cc3ccccc3C)c3ccccc23)CC1	0	-1.4	6	-5	-2	-0.6	4	5	-4
O=C(O)CC(NNC(=O)c1ccccc1)C(=O)Nc1cccc([N+](=O)[O-])c1 (configuration not stated)	-1	-4.7	-6	0	1	-3.1	4	-5	5
CCc1cccc(NC(=O)CCCn2c(=O)[nH]c3ccsc3c2=O)c1	3	0.0	1	-18	0	-1.0	-7	-5	-8
O=C(Oc1ccc(Br)cc1C(=S)N1CCCC1)c1ccccc1F	2	-1.2	-2	-7	-3	-2.9	-2	8	5
CCOC(=O)CC(NC(=O)c1cc2ccccc2oc1=O)c1cccc([N+](=O)[O-])c1 (configuration not stated)	-3	-3.6	-1	-3	1	-3.0	-7	5	1
Cc1cccc(C)c1NC(=O)COC(=O)c1ccc2[nH]c3c(c2c1)CCCC3	5	-2.9	8	-6	16	-3.6	43	-18	8
O=C1Cc2ccccc2C(=O)N1CCc1ccccc1	-4	-2.9	0	1	8	-4.3	22	-4	0
SMILES	IDE cell inh	IMP-1 inhibitor	IDE act	FID counter	HCV NS3 hel inh	VIM-2 inh	SUMO HTRF inh	pCIP destab	M18AAP inhibitor
O=C(NCC1CCCO1)C(c1cccnc1)N(C(=O)Cc1cccs1)c1ccccc1 (configuration not stated)	4	0.1	1	-21	2	-1.4	6	0	-5
Cc1ccc(C2C(C#N)=C(N)Oc3nc(-c4ccccc4)[nH]c32)o1 (configuration not stated)	4	-2.1	2	-14	12	1.2	-10	-13	12
O=C(CN(c1ccccn1)S(=O)(=O)c1ccc(F)cc1)Nc1ccccc1	-1	-1.9	4	9	5	-0.5	1	10	3
Cc1cccc(C)c1NC(=O)C1(NC(=O)C2CCCN2C(=O)OC(C)(C)C)CCCCC1 (configuration not stated)	0	-0.5	5	-28	-1	0.7	-24	10	-13
O=C(c1cc2ccccc2oc1=O)N(Cc1ccco1)C1CCS(=O)(=O)C1 (configuration not stated)	-6	-3.7	2	-2	1	-1.3	25	0	-13
O=C(CSc1ccc(Cl)cc1)Nc1ccc(C2SCCS2)cc1	3	-2.7	1	-1	-15	-0.3	10	-2	-2
Cn1c(CO)cnc1S(=O)(=O)Cc1ccc(Cl)cc1	1	-1.6	-3	-1	14	-3.0	5	-3	-6

Among those listed so far, 7 have an aryl methoxy group:
SMILES	IDE cell inh	IMP-1 inhibitor	IDE act	FID counter	HCV NS3 hel inh	VIM-2 inh	SUMO HTRF inh	pCIP destab	M18AAP inhibitor
COc1ccc(C(=O)NCCSc2ccccn2)cc1	0	-2.4	2	-4	1	-0.7	-8	5	0
COc1ccc(Cn2c(CCC(=O)Nc3ccccc3OC)nc3cccnc32)cc1	5	1.4	4	-40	-15	-1.4	-2	0	-2
COc1ccc(NS(=O)(=O)c2cn(C)c(=O)n(C)c2=O)cc1	-5	-2.0	2	0	10	-2.2	-6	0	-4
COc1ccccc1NC(=S)NC(=O)CCc1ccccc1	-1	1.4	3	-12	17	-2.4	12	-15	0
CCOC(=O)CC1=C(C(=O)OCC)C(c2cc(OC)c(OC)cc2OC)C(C#N)=C(N)O1 (configuration not stated)	1	0.6	0	-23	9	-2.0	1	8	0
COc1ccc(S(=O)(=O)N2CCCOC2CNC(=O)C(=O)NCCCN2CCOCC2)cc1 (configuration not stated)	-4	1.1	-1	1	-2	0.5	10	0	-4
COc1ccc(S(=O)(=O)/N=C2/NC(=O)/C(=C\c3cc(OC)c(OC)cc3[N+](=O)[O-])S2)cc1	-6	-1.5	-4	-31	8	-3.5	34	-22	-2

Screening data as filed in PubChem.

Rows are unselected, and some 3.6% of all compounds hit somewhere here.
